Source: PubChem
NF-kB expr up = compounds increasing NF-kB expression in human neuronal cells. NF-kB reporter expression; hits give high values. fold change at 12.5 µM. 190,000 tested, 1.6% active. AID 1239; in the data active = fold change above about 3.3
FLuc act counter = firefly luciferase counter-screen for stimulation assays; P08659; ATPlite luciferase biochemical, luminescence, 10 min; 0 = ATP-free wells, 1 = DMSO control; activation factor at 10 µM; 200,000 tested, under 10 active; AID 1027;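 active = luciferase activation factor, scaled between plate controls, of at least 2 with compound at 10 µM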
Target sequence (P08659 whole entry, looked up): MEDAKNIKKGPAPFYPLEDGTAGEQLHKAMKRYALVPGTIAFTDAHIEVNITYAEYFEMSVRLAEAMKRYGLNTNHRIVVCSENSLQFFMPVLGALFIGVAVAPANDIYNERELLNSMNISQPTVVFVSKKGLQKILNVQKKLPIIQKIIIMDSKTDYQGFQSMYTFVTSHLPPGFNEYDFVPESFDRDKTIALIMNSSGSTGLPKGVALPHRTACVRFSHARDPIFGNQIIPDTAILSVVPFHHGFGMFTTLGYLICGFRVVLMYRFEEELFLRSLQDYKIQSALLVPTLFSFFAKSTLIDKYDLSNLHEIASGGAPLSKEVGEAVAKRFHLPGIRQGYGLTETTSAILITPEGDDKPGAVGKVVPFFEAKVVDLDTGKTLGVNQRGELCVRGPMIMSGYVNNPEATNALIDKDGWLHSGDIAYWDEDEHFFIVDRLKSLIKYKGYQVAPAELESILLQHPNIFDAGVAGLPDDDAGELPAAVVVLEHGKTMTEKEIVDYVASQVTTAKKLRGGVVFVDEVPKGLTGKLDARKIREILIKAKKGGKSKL
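Material: luciferase plus luciferin reagent, cell-free. Medium: PBS buffer for ATP. Also added: ATP substrate, dispensed from a 10.24 µM working solution in PBS. Doses: test compounds dosed from 2 mM stocks in 100% DMSO. Incubation: 10 min post-reagent at room temperature. Technique: light output (luminescence). Read-out basis: luminescence gain marking luciferase activators.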
STAT1 act = activators of IFN-gamma induced STAT1 signaling; activation (% of control), % at 5.5 µM; 200,000 tested, 2.6% active; NIH 3T3 STAT1-luciferase reporter, luminescence; 100% = IFN-gamma alone, no compound;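 active = activation above the screen-wide mean activation plus 3 SD, cut at about 130% in these data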;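 also: raw ratio to IFN-gamma control signal so 100% means no change and 0% no light; values of inactives mirror those of a sister screen read the other way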
APP 5'UTR act = activates APP 5'UTR luciferase reporter; SH-SY5Y APP 5'UTR luciferase reporter, luminescence; zero percent = DMSO vehicle wells; activation, % at 2 µM; 190,000 tested, 1% active; AID 1276;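 active = activation above a set limit, based on mean plus 3 SD of controls, cut at about 140% in these data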; also: values of inactives mirror those of a sister screen read the other way
Hsp70 activator = switches on Hsp70 transcription. HeLa Hsp70 promoter luciferase reporter, luminescence; scaled: vehicle 0, proteasome-inhibitor control 100%. activation, % at 10 µM. 200,000 tested, 0.04% active;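 active = activation above the mean across all tested compounds plus 3 SD, cutoff set per campaign, cut at about 5.5% in these data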;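 also: 100% = MG132 at 30 µM as the positive control and 0% = DMSO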
Redox H2O2 prof = compounds producing H2O2 with reducing agent – biochemical, NIH compound library profiling, artefact control for MLSCN library redox annotation, primary screen. 200,000 tested, 0.03% active. activation, % at 10 µM. AID 878. DTT-dependent redox cycling H2O2, phenol red/HRP absorbance; 100% = 100 µM peroxide control, 0% = buffer;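 active = activation of at least 50% relative to the plate's high and low controls in the primary single-dose screen; inactive = activation below 50%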;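 also: compound incubated with DTT at 0.8 mM final as the reducing agent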
G6PDH counter = counter-screen for G6PDH assay hits: L. mesenteroides G6PDH inhibition | 200,000 tested, 0.12% active | inhibition, % at 5 µM | Purified L. mesenteroides G6PDH, diaphorase/resazurin coupled fluorescence, 45 min | AID 1020; in the data active = inhibition above about 50%
HMGR II inh = blocks class II HMG-CoA reductase of Enterococcus faecalis; purified E. faecalis HMGR, NADPH absorbance 340 nm kinetic; inhibition, % at 10 µM; 190,000 tested, 0.41% active; AID 1066;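 active = inhibition above a set limit, the median over all tested compounds plus 3 SD, cut at about 9.5% in these data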;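 also: enzyme runs in reverse so mevalonate oxidation gives rising NADPH absorbance; 0% = complete reaction with DMSO and 100% = background rate lacking mevalonate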
FLuc inh counter = inhibits firefly luciferase, flagging false hits in luciferase inhibition screens. P08659. ATPLite firefly luciferase biochemical luminescence, 10 min. inhibition, % at 10 µM. 200,000 tested, 1.5% active. AID 1006;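 active = inhibition above about 50% when tested at 10 µM, limit read from the data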
APP 5UTR inh = APP translation inhibition; inhibition, % at 2 µM; AID 1285; 190,000 tested, 0.82% active; SH-SY5Y APP 5'UTR-luciferase reporter, luminescence;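 active = inhibition above a set limit, derived from the sample mean plus 3 SD, cut at about 45% in these data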; also: values of inactives mirror those of a sister screen read the other way
An asterisk follows results filed as active; / = not tested or not shown.

SMILES	NF-kB expr up	FLuc act counter	STAT1 act	APP 5'UTR act	Hsp70 activator	Redox H2O2 prof	G6PDH counter	HMGR II inh	FLuc inh counter	APP 5UTR inh
Cc1cccc(N=Cc2[nH]c3ccc(Br)c(Cl)c3c2O)c1	1.2	1	92	-3	-0.4	0.3	21	-2	-4	3
COc1cc(CNc2cc(C)ccc2C)cc(OC)c1OC	0.77	1.1	94	-11	-0.1	1.5	-20	-5	-5	12
O=C(NCCN1CCc2ccccc2C1)Nc1ccc(F)cc1	0.91	1	99	-15	-0.3	-0.3	-7	-2	-4	15
COC(=O)c1cc(COc2ccc3oc(C)c(C(=O)OC(C)C)c3c2)c(C)o1	1.1	1	99	-8	-0.4	0.2	11	-3	0	8
Cc1ccc(NC(=O)CCNS(=O)(=O)c2ccc3c(c2)c(=O)n(C)c(=O)n3C)cc1C	1.5	1	99	-12	-0.4	0.5	1	-10	0	12
O=C(CN1CCN(c2ncccn2)CC1)NCc1ccccc1	1.1	1.1	105	7	-0.3	0.3	-1	2	-10	-7
CC1CCN(C(C(=O)O)c2ccccc2)CC1 (stereo unspecified)	/	1.1	101	-11	0.9	-0.7	2	-2	-6	11
COC(=O)c1ccc(NC(=O)c2ccccc2SC)cc1	1.6	0.9	113	46	-0.1	1.8	-1	-5	8	-46
COCCNC(=O)/C(C#N)=C/c1ccc(N2CCOCC2)o1	1.3	0.9	96	-23	-0.3	-0.1	5	-2	6	23
CCCCn1c(/N=C/c2cc(OC)ccc2O)nc2ccccc21	1.1	1.1	91	-12	-0.4	1.9	2	-5	-5	12
Cc1ccc2[nH]cc(C(=O)CN3CCOCC3)c2c1	0.86	1	101	-14	-0.4	-3.4	0	-6	1	14
O=C(Nn1c(-c2ccccc2)nc2ccccc2c1=O)c1ccco1	1.1	1	106	5	0.1	0.1	20	-13	4	-5
O=C(NC(=S)Nc1ccccc1)c1ccc(Br)o1	1.9	0.9	138*	72	-0.1	-0.6	0	3	12	-72
CC(Oc1ccccc1)C(=O)Nc1ccc(S(=O)(=O)NCC2CCCO2)cc1 (stereo unspecified)	1	1.1	98	11	0.1	2.4	2	-5	-7	-11
CCCCC(=O)N1CCCC(c2nc3c(nnn3Cc3cc(C)ccc3C)c(=O)[nH]2)C1 (stereo unspecified)	1.1	1	99	4	-0.1	2.6	3	-4	-5	-4
CCOC(=O)C(C)C1(O)c2ccccc2-c2ncccc21 (stereo unspecified)	1.1	1	97	-16	-0.2	6.4	3	2	-3	16
O=C(O)C1CC(=O)N(c2ccc(OCc3ccccc3Cl)cc2)C1 (stereo unspecified)	0.91	1	92	6	-0.1	2.4	11	-1	-1	-6
COc1ccc2nc(Nc3nc(-c4cc5ccccc5oc4=O)cs3)sc2c1	1.2	0.6	103	33	-0.1	0.5	3	-6	41	-33
CC(C)CC(=O)NCc1ccc2[nH]c3c(c2c1)CCCC3	1.2	1	99	-4	-0.4	0.2	5	4	-2	4
O=C(CCS(=O)(=O)Cc1ccccc1)NC1CCCCC1	0.82	1.1	102	8	0.8	3.2	4	-1	-8	-8

Brought forward from above: two compounds; new compounds follow.
SMILES	NF-kB expr up	FLuc act counter	STAT1 act	APP 5'UTR act	Hsp70 activator	Redox H2O2 prof	G6PDH counter	HMGR II inh	FLuc inh counter	APP 5UTR inh
CC(C)CC(=O)NCc1ccc2[nH]c3c(c2c1)CCCC3	1.2	1	99	-4	-0.4	0.2	5	4	-2	4
O=C(CCS(=O)(=O)Cc1ccccc1)NC1CCCCC1	0.82	1.1	102	8	0.8	3.2	4	-1	-8	-8
CCN(CC)C(=O)Cn1cc(C(=O)C(=O)NCCCn2ccnc2)c2ccccc21	0.89	1	102	-18	-0.1	-1.1	2	-1	-3	18
O=c1c(C(c2ccc(O)cc2)c2c(O)nc3n(c2=O)CCCS3)c(O)nc2n1CCCS2	1.1	1.1	85	-2	-0.3	-7.5	0	2	-10	2
CC(C)(C)c1ccc(OC(=O)c2ccc(-n3cncn3)nc2)cc1	1.1	1.1	95	1	-0.1	-0.4	3	-1	-6	-1
Cc1ccc(S(=O)(=O)NCC(=O)OCC(=O)Nc2cccc(S(=O)(=O)NC3=NCCCCC3)c2)cc1	1.1	1	95	-16	0.0	-0.1	7	-5	3	16
O=C(COC(=O)c1ccccc1C(=O)c1ccc(Cl)cc1)NCC1CCCO1 (stereo unspecified)	0.92	1.1	94	6	-0.3	0.3	6	-5	-6	-6
C=CCN1C(=O)C2C(C(=O)NCc3ccccc3)C3(C)C=CC2(O3)C1C(=O)NC(C)(C)C (stereo unspecified)	1.5	1.1	98	10	-0.2	0.2	4	0	-9	-10
CC(=O)c1cc(NC(=O)c2cccc(C(F)(F)F)c2)c(=O)oc1/C=C/N(C)C	1.1	1.1	97	4	-0.3	2.0	5	-2	-8	-4
Cc1cc(NC(=O)Cc2ccccc2)no1	1.3	1	109	-5	-0.2	-0.4	13	-7	-3	5
CCOC(=O)c1cnc(SC)nc1Oc1cccc(NS(=O)(=O)c2ccc(C)cc2)c1	0.55	1.1	100	-7	0.2	-3.0	6	2	-9	7
Cc1ccc(NC(=S)Nc2ccc3cn[nH]c3c2)c(C)c1	1.1	1	102	34	-0.1	0.3	8	-3	-3	-34
O=C(CCCn1c(=O)[nH]c2cc(Cl)ccc2c1=O)NCCN1CCN(c2ccccc2)CC1	0.86	1	92	5	0.1	2.8	-4	4	1	-5
O=C(/C=C/c1ccccc1)c1cc(Br)ccc(=O)c1O	0.74	1	91	7	-0.1	0.3	11	0	1	-7
COc1ccc(NC(=O)/C(Cl)=C(/Cl)S(=O)Cc2ccccc2)cn1 (stereo unspecified)	0.18	1	204*	/	22*	0.3	-8	-2	-2	/
CSc1nc2sc3c(c2c(=O)[nH]1)CCCC3	2	0.9	106	9	0.2	-0.1	12	0	7	-9
Cc1cc(NC(=O)CSc2ccc3nnc(-c4ccccc4)n3n2)no1	1.1	1	83	2	0.0	0.9	-12	3	-2	-2
CC(O)CCC(=O)NNC(=S)Nc1ccccc1 (stereo unspecified)	0.93	1.1	118	-13	1.0	-0.8	2	-5	-6	12
N#CCCCSc1nnnn1-c1cccc(Cl)c1	1.1	1.1	95	-12	-0.4	1.9	-5	-1	-6	12
COc1cc(Cl)c(C)cc1NC(=O)COc1cc(C)nc(C(C)C)n1	1.2	1.1	108	-3	-0.1	-1.4	6	-9	-5	3
Cc1nn(Cc2ccc(Cl)cc2)c(C)c1NC(=O)Cn1nc([N+](=O)[O-])c(Cl)c1C	1.5	1	93	12	-0.1	-4.9	10	0	-3	-12
O=S(=O)(c1ccccc1)c1nc(-c2cccs2)oc1NCCCn1ccnc1	1.1	1	102	-9	0.0	0.8	-18	-1	-3	10

Two compounds drawn at random from those above:
SMILES	NF-kB expr up	FLuc act counter	STAT1 act	APP 5'UTR act	Hsp70 activator	Redox H2O2 prof	G6PDH counter	HMGR II inh	FLuc inh counter	APP 5UTR inh
CCN(CC)C(=O)Cn1cc(C(=O)C(=O)NCCCn2ccnc2)c2ccccc21	0.89	1	102	-18	-0.1	-1.1	2	-1	-3	18
Cc1cc(NC(=O)Cc2ccccc2)no1	1.3	1	109	-5	-0.2	-0.4	13	-7	-3	5

Following part:
SMILES	NF-kB expr up	FLuc act counter	STAT1 act	APP 5'UTR act	Hsp70 activator	Redox H2O2 prof	G6PDH counter	HMGR II inh	FLuc inh counter	APP 5UTR inh
Cc1nc2sc(C(c3cccs3)N3CCN(Cc4ccccc4)CC3)c(O)n2n1 (stereo unspecified)	0.83	1	97	6	-0.4	0.0	7	-3	-3	-6
CSc1ccccc1C(=O)NCCOc1ccccc1C	1.1	1	103	16	0.1	-0.9	3	-4	-4	-16
CCC(c1nnnn1Cc1ccc2c(c1)OCO2)N1CCN(CC)CC1 (stereo unspecified)	0.91	1	97	17	-0.4	-1.6	14	-5	-4	-17
CN(C)C(/C=C/Nc1cccc(Br)c1)=C(C#N)C#N	1.3	1	109	-12	-0.5	-1.0	10	-2	3	12
CCN1CCCC1CNC(=O)c1csc2c1CCCC2 (stereo unspecified)	1.1	1.1	106	-4	-0.1	-0.4	-10	2	-8	4
Cc1ccnc(NC(=O)COc2ccc3oc4c(c3c2)CCCC4)c1	1.3	0.8	101	3	-0.1	0.7	-4	4	15	-3
CCOC(=O)CC1C(=O)NCCN1S(=O)(=O)c1ccc(F)cc1 (stereo unspecified)	0.95	1	96	-6	-0.1	-1.2	17	-4	-4	6
COCCNC(=O)c1ccccc1NC(=O)c1ccccc1N(C)S(=O)(=O)c1ccccc1	0.96	1.1	94	2	-0.3	0.2	-1	-4	-5	-2
COc1ccccc1NC(=O)CSc1nnc(Cc2cc(=O)[nH]c(=O)[nH]2)n1-c1ccccc1	1	1	104	1	0.1	0.4	-8	-6	-5	-1
Cc1ccc(C(=O)OCC(=O)Nc2ccc3c(c2)OCO3)cc1S(=O)(=O)N1CCOCC1	1.3	1.1	99	11	-0.1	1.7	0	3	-6	-10
O=C(c1cnc2ccccn2c1=O)N1CCCc2ccccc21	0.97	1.1	88	-1	-0.1	-2.6	9	1	-6	1
C=CCn1c(SCC(=O)NCCO)nc2sc(C)c(C)c2c1=O	0.97	1.1	97	-10	-0.3	0.0	-4	-3	-8	10

Grouped by structure: those above with a COOH group (two)
SMILES	NF-kB expr up	FLuc act counter	STAT1 act	APP 5'UTR act	Hsp70 activator	Redox H2O2 prof	G6PDH counter	HMGR II inh	FLuc inh counter	APP 5UTR inh
CC1CCN(C(C(=O)O)c2ccccc2)CC1 (stereo unspecified)	/	1.1	101	-11	0.9	-0.7	2	-2	-6	11
O=C(O)C1CC(=O)N(c2ccc(OCc3ccccc3Cl)cc2)C1 (stereo unspecified)	0.91	1	92	6	-0.1	2.4	11	-1	-1	-6

Record cards (already shown). Order of values: NF-kB expr up, FLuc act counter, STAT1 act, APP 5'UTR act, Hsp70 activator, Redox H2O2 prof, G6PDH counter, HMGR II inh, FLuc inh counter, APP 5UTR inh
Listed for Cc1ccc(C(=O)OCC(=O)Nc2ccc3c(c2)OCO3)cc1S(=O)(=O)N1CCOCC1 → 1.3, 1.1, 99, 11, -0.1, 1.7, 0, 3, -6, -10
Listed for COc1ccccc1NC(=O)CSc1nnc(Cc2cc(=O)[nH]c(=O)[nH]2)n1-c1ccccc1 → 1, 1, 104, 1, 0.1, 0.4, -8, -6, -5, -1
Listed for C=CCn1c(SCC(=O)NCCO)nc2sc(C)c(C)c2c1=O → 0.97, 1.1, 97, -10, -0.3, 0.0, -4, -3, -8, 10
Listed for CSc1ccccc1C(=O)NCCOc1ccccc1C → 1.1, 1, 103, 16, 0.1, -0.9, 3, -4, -4, -16
Listed for CCN1CCCC1CNC(=O)c1csc2c1CCCC2 (stereo unspecified) → 1.1, 1.1, 106, -4, -0.1, -0.4, -10, 2, -8, 4
